Bioassay records (PubChem BioAssay)
p-CIP stab down = p/CIP protein destabilization | F442A p/CIP-EGFP cells, EGFP fluorescence, 16 h | 290,000 tested, 0.01% active | decrease of EGFP signal, % at 10 µM | AID 1984 | Q05BA5;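 active = EGFP signal decrease of at least 30% at 10 µM or well 3 SD below plate mean, unless failing retest; inactive = the rest, including hits failing retest or dose response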; also: some compounds called inactive have numbers as strong as hits; many of its hits are not listed in these tables
UBC9 SUMO inh = blocks human SUMOylation mediated by UBC9. 290,000 tested, 0.36% active. AID 2006. P63279. HTRF SUMOylation assay, SAE1/SAE2 + UBC9, in vitro. inhibition, % at 35 µM; in the data active = inhibition above about 50%, passing the limit was not always enough; also: strong numbers were not always called active
HCV NS3 hel inh = blocks Hepatitis C virus NS3 helicase unwinding | NS3 helicase DNA unwinding, Cy5 molecular beacon fluorescence | inhibition, % at 10.9 µM | 290,000 tested, 0.56% active;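 active = inhibition above the mean of all tested compounds plus 3 SD, set per campaign, cut at about 35% in these data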;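 also: 0% = DMSO wells and 100% = thioflavine S control wells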
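Assay system: hepatitis C virus NS3 helicase domain fragment enzyme. Also added: annealed dual-labelled DNA beacon duplex, ATP-started. Timing: 1 h reaction at 25 °C, ATP-initiated. Technique: Cy5 fluorescence at 0 and 60 min, beacon hairpin quenching. Evaluation: % inhibition of unwinding. Replication: one well per compound.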
IDE act = IDE (human) activation, cell-based. P14735. HEK cells, FAbeta-B cleavage, fluorescence polarization; 0% vehicle, 100% cell-free pure enzyme wells. activation, % at 5.96 µM. 340,000 tested, 0.073% active;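 active = activation above the mean of all tested compounds plus 3 SD, set per screening campaign, cut at about 17% in these data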
Target sequence (P14735 whole entry, looked up): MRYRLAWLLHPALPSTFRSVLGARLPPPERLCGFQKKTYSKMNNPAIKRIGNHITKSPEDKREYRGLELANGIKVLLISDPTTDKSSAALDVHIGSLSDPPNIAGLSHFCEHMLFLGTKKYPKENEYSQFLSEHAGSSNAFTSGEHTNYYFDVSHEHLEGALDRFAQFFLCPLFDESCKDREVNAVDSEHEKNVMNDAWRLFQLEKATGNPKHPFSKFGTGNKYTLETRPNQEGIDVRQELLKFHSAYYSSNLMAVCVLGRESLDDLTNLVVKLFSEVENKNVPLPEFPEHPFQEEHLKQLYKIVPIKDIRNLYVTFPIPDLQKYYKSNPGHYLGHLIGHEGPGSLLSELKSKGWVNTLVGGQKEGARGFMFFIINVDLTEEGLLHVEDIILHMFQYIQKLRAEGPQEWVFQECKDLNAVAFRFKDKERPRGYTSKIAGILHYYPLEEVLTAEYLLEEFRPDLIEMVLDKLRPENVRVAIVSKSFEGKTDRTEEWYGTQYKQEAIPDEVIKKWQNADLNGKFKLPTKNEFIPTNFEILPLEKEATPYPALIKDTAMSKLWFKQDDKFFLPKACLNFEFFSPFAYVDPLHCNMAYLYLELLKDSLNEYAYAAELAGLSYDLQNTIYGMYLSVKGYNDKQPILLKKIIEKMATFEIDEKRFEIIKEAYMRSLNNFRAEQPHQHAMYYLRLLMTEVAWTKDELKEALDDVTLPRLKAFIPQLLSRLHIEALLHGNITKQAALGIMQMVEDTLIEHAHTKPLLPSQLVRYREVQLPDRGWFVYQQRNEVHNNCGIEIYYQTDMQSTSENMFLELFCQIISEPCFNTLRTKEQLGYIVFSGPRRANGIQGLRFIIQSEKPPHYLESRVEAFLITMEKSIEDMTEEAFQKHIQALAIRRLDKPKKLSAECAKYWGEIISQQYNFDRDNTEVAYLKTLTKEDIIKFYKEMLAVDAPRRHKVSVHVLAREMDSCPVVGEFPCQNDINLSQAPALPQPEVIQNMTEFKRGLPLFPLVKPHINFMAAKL
FID counter = counter-screen for HCV NS3 helicase inhibitors: DNA intercalator displacement. DNA fluorescent intercalator displacement, fluorescence. inhibition, % at 7.9 µM. 290,000 tested, 0.17% active. AID 1845; in the data active = inhibition above about 37%;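 also: 0% = vehicle and 100% = reference compound; higher means more ethidium bromide displaced from hairpin DNA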
VIM-2 inhibitor = inhibitors of Pseudomonas aeruginosa VIM-2 metallo-beta-lactamase; AID 1527; purified VIM-2, nitrocefin hydrolysis, epi-absorbance fluorescence; inhibition, % at 5.6 µM; 290,000 tested, 0.89% active;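 active = inhibition above the mean of all tested compounds plus 3 SD, cutoff set per screening run, cut at about 7.5% in these data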;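 also: red hydrolysis product quenches plate fluorescence so inhibitors raise well fluorescence; 0% = enzyme with DMSO and 100% = DMSO without enzyme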
PHOSPHO1 block = PHOSPHO1 (human) inhibition. AID 1565. recombinant PHOSPHO1, absorbance phosphatase assay. Q8TCT1. inhibition, % at 13.3 µM. 290,000 tested, 1.1% active; in the data active = inhibition above about 60%
IMP-1 inhibitor = blocks Pseudomonas aeruginosa IMP-1 metallo-beta-lactamase; purified IMP-1, nitrocefin hydrolysis, epi-absorbance fluorescence; inhibition, % at 5.6 µM; 290,000 tested, 0.45% active; AID 1556;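 active = inhibition above the mean plus 3 SD of all compounds in the same screening run, cut at about 4.5% in these data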;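 also: 0% = IMP-1 with DMSO and 100% = DMSO wells lacking enzyme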
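System: Purified recombinant IMP-1 metallo-beta-lactamase enzyme | Measured by: Fluorescence quenching readout, ex 480/em 530 nm | Replication: Singlicate | Incubation: 15 min preincubation plus 25 min reaction at 25 °C | Evaluation: Percent inhibition from optical density relative to buffer-blank wells | Benchmarks: DMSO with and without IMP-1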
MEKK3 PB1 HTS = modulators (inhibitors or enhancers) of MEK5 binding to human MEKK3 PB1 domain; bead-based flow cytometry, Alexa488-MEK5 binding to MEKK3; actives lie on both sides; 0 = blocked by unlabeled MEK5, 100 = vehicle; 290,000 tested, 1.4% active; AID 1529; Q99759; binding response (% of control), % at 10 µM;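 active = binding response more than 3 SD above or below the average of its plate-row segment, actives on both sides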;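 also: Alexa488 bead fluorescence after subtracting the streptavidin-only scavenger bead signal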
* hit, by the source's call. Some of the compounds tested; rates above refer to the full screens.

How did O=C1NCCN(Cc2ccc(Cl)c(F)c2)C1CC(=O)N1CCc2ccccc2C1 (stereo not given) do in these assays?
p-CIP stab down: 1; UBC9 SUMO inh: 7; HCV NS3 hel inh: 7; IDE act: 1; FID counter: -20; VIM-2 inhibitor: -5.4; PHOSPHO1 block: 2; IMP-1 inhibitor: -2.2; MEKK3 PB1 HTS: 104

Results for COc1ccc(CCN(C)CC(O)COc2c(C)ccc(C)c2C)cc1OC (stereo not given) ?
p-CIP stab down: -46; UBC9 SUMO inh: 24; HCV NS3 hel inh: -29; IDE act: 5; FID counter: 19; VIM-2 inhibitor: -0.3; IMP-1 inhibitor: 0.4; MEKK3 PB1 HTS: 104

What do the screens show for `O=C(CCc1ccccc1)N1CCCN(C(=O)CCc2ccccc2)CC1`?
p-CIP stab down: 3; UBC9 SUMO inh: 13; HCV NS3 hel inh: 4; IDE act: 3; FID counter: -26; VIM-2 inhibitor: -2.6; PHOSPHO1 block: 7; IMP-1 inhibitor: -1.4; MEKK3 PB1 HTS: 107

How did CSc1ccc(CCNC(=O)c2cc(-c3ccccc3)c(N3CCOCC3)s2)cc1 do in these assays?
p-CIP stab down: 0; UBC9 SUMO inh: -12; HCV NS3 hel inh: -28; IDE act: 3; FID counter: -32; VIM-2 inhibitor: -4.1; PHOSPHO1 block: 27; IMP-1 inhibitor: -3.6; MEKK3 PB1 HTS: 102

How did COc1ccc(C(=O)Oc2ccc(C(C)=O)cc2)c(OC)c1 do in these assays?
p-CIP stab down: -2; UBC9 SUMO inh: -24; HCV NS3 hel inh: -4; IDE act: -1; FID counter: -22; VIM-2 inhibitor: -5.1; PHOSPHO1 block: 11; IMP-1 inhibitor: -6.1; MEKK3 PB1 HTS: 102

Results for c1ccc2sc(NC3=NCN(C4CCCCCC4)CN3)nc2c1 ?
p-CIP stab down: -16; UBC9 SUMO inh: 6; HCV NS3 hel inh: 0; IDE act: 4; FID counter: 6; VIM-2 inhibitor: -3.1; PHOSPHO1 block: 36; IMP-1 inhibitor: -1.7; MEKK3 PB1 HTS: 100

How did CCOC(=O)N(NC(=O)C(O)(CC(C)C)CC(C)C)c1ccccc1 do in these assays?
p-CIP stab down: -15; UBC9 SUMO inh: 12; HCV NS3 hel inh: 5; IDE act: 4; FID counter: -16; VIM-2 inhibitor: -2.4; PHOSPHO1 block: -27; IMP-1 inhibitor: -4.4; MEKK3 PB1 HTS: 105

Results for CCOC(=O)N1CCC(NC(=O)CCC(=O)N2CCOc3ccc(Cl)cc32)CC1 ?
p-CIP stab down: -3; UBC9 SUMO inh: -13; HCV NS3 hel inh: 12; IDE act: 1; FID counter: -35; VIM-2 inhibitor: -2.6; PHOSPHO1 block: 5; IMP-1 inhibitor: -1.9; MEKK3 PB1 HTS: 100

How did O=C(Nc1cccc(O)c1)c1cc(-c2ccccc2Cl)on1 do in these assays?
p-CIP stab down: -5; UBC9 SUMO inh: -2; HCV NS3 hel inh: -1; IDE act: -2; FID counter: -5; VIM-2 inhibitor: -0.3; PHOSPHO1 block: 35; IMP-1 inhibitor: 0.8; MEKK3 PB1 HTS: 108

Results for O=C(CCNS(=O)(=O)c1ccc2[nH]c(=O)oc2c1)Nc1ccccc1 ?
p-CIP stab down: -6; UBC9 SUMO inh: 18; HCV NS3 hel inh: 4; IDE act: -2; FID counter: 0; VIM-2 inhibitor: -0.9; PHOSPHO1 block: 32; IMP-1 inhibitor: -2.2; MEKK3 PB1 HTS: 104

How did CC(C)N(CCCNC(=O)Cn1c(=O)c2cccn2c2ccc(F)cc21)Cc1ccccc1 do in these assays?
p-CIP stab down: -28; UBC9 SUMO inh: 0; HCV NS3 hel inh: -1; IDE act: 0; FID counter: 8; VIM-2 inhibitor: -0.3; PHOSPHO1 block: 8; IMP-1 inhibitor: -1.7; MEKK3 PB1 HTS: 97

Results for Cc1cc(Cl)c(S(=O)(=O)Nc2ccccn2)cc1OCC(N)=O ?
p-CIP stab down: 2; UBC9 SUMO inh: 8; HCV NS3 hel inh: 9; IDE act: 4; FID counter: 2; VIM-2 inhibitor: -2.2; PHOSPHO1 block: 2; IMP-1 inhibitor: -3.0; MEKK3 PB1 HTS: 101

Results for COC(=O)c1ccc(OS(=O)(=O)c2ccc(NC(C)=O)cc2)cc1 ?
p-CIP stab down: -15; UBC9 SUMO inh: -6; HCV NS3 hel inh: 2; IDE act: 1; FID counter: -1; VIM-2 inhibitor: -3.6; PHOSPHO1 block: -5; IMP-1 inhibitor: -0.7; MEKK3 PB1 HTS: 102

Results for COc1cccc(CNC(=O)CCC2CCCN(C/C=C/c3ccccc3OC)C2)c1 (stereo not given) ?
p-CIP stab down: 7; UBC9 SUMO inh: 17; HCV NS3 hel inh: 6; IDE act: 4; FID counter: 21; VIM-2 inhibitor: -3.2; PHOSPHO1 block: -20; IMP-1 inhibitor: -3.0; MEKK3 PB1 HTS: 105

What do the screens show for `CCCCN1C(=O)Nc2ccccc2S1=O` (stereo not given)?
p-CIP stab down: 9; UBC9 SUMO inh: 20; HCV NS3 hel inh: -2; IDE act: 2; FID counter: -13; VIM-2 inhibitor: -2.2; PHOSPHO1 block: -10; IMP-1 inhibitor: -0.2; MEKK3 PB1 HTS: 90

How did Cc1ccccc1NC(=O)NNC(=O)OC(C)(C)C do in these assays?
p-CIP stab down: -6; UBC9 SUMO inh: 1; HCV NS3 hel inh: 7; IDE act: -3; FID counter: 2; VIM-2 inhibitor: -3.4; PHOSPHO1 block: 37; IMP-1 inhibitor: -4.5; MEKK3 PB1 HTS: 96

What do the screens show for `CC(C)CCNc1c(-c2cccs2)nc2ccccn12`?
p-CIP stab down: -12; UBC9 SUMO inh: 11; HCV NS3 hel inh: -4; IDE act: 10; FID counter: -5; VIM-2 inhibitor: 0.3; PHOSPHO1 block: 28; IMP-1 inhibitor: -2.1; MEKK3 PB1 HTS: 101

Results for CCN(c1ccc(NC(=O)COC(=O)CCC(=O)c2ccc(F)cc2)cc1)C(C)C ?
p-CIP stab down: -9; UBC9 SUMO inh: -10; HCV NS3 hel inh: -4; IDE act: 6; FID counter: 5; VIM-2 inhibitor: -0.5; PHOSPHO1 block: 22; IMP-1 inhibitor: -7.8; MEKK3 PB1 HTS: 108

Results for Oc1ccc(N2CCN(c3nc(-c4cccs4)nc4ccccc34)CC2)cc1 ?
p-CIP stab down: 5; UBC9 SUMO inh: -15; HCV NS3 hel inh: -22; IDE act: 2; FID counter: -3; VIM-2 inhibitor: 1.6; PHOSPHO1 block: 9; IMP-1 inhibitor: -0.1; MEKK3 PB1 HTS: 91

What do the screens show for `Cc1ccccc1C(=O)NC1CCN(CC(=O)Nc2ccc(Br)cc2)CC1`?
p-CIP stab down: -1; UBC9 SUMO inh: 7; HCV NS3 hel inh: -16; IDE act: 1; FID counter: -8; VIM-2 inhibitor: -3.2; PHOSPHO1 block: 24; IMP-1 inhibitor: -4.0; MEKK3 PB1 HTS: 109

Results for O=C(Oc1cc2oc(=O)c3c(c2cc1Cl)CCCC3)c1cccs1 ?
p-CIP stab down: 1; UBC9 SUMO inh: 9; HCV NS3 hel inh: 9; IDE act: 3; FID counter: -5; VIM-2 inhibitor: 0.3; PHOSPHO1 block: 3; IMP-1 inhibitor: -2.5; MEKK3 PB1 HTS: 102

Results for CC(c1ccccn1)N(CCN(C)C)C(=S)Nc1cccc(F)c1 (stereo not given) ?
p-CIP stab down: -4; UBC9 SUMO inh: -7; HCV NS3 hel inh: 1; IDE act: 7; FID counter: -10; VIM-2 inhibitor: -6.5; PHOSPHO1 block: 15; IMP-1 inhibitor: 1.2; MEKK3 PB1 HTS: 101

What do the screens show for `O=C(c1ccc(Br)o1)N1CCC(Cc2ccccc2)CC1`?
p-CIP stab down: -1; UBC9 SUMO inh: -2; HCV NS3 hel inh: 7; IDE act: -5; FID counter: -34; VIM-2 inhibitor: -2.0; IMP-1 inhibitor: -2.1; MEKK3 PB1 HTS: 96

Results for COc1cc2c(cc1OC)CC1(CCCCC1)N=C2 ?
p-CIP stab down: -8; UBC9 SUMO inh: 41; HCV NS3 hel inh: 12; IDE act: 1; FID counter: 0; VIM-2 inhibitor: -2.7; PHOSPHO1 block: 49; IMP-1 inhibitor: -1.5; MEKK3 PB1 HTS: 107

Results for CCOC(=O)C1=C(C)NC(=O)C1CC(=O)O (stereo not given) ?
p-CIP stab down: -7; UBC9 SUMO inh: 8; HCV NS3 hel inh: 6; IDE act: 5; FID counter: -2; VIM-2 inhibitor: -2.9; PHOSPHO1 block: 0; IMP-1 inhibitor: -4.2; MEKK3 PB1 HTS: 93

Results for CN(CC(O)COCc1ccc2c(c1)OCO2)C1CCCCC1 (stereo not given) ?
p-CIP stab down: 2; UBC9 SUMO inh: -1; HCV NS3 hel inh: 2; IDE act: 3; FID counter: 1; VIM-2 inhibitor: -2.0; PHOSPHO1 block: -8; IMP-1 inhibitor: -2.4; MEKK3 PB1 HTS: 111

How did O=c1[nH]ncc(N2CCCC2)c1Cl do in these assays?
p-CIP stab down: 4; UBC9 SUMO inh: 9; HCV NS3 hel inh: 5; IDE act: -3; FID counter: 1; VIM-2 inhibitor: -0.5; PHOSPHO1 block: -19; IMP-1 inhibitor: 0.9; MEKK3 PB1 HTS: 98

How did COc1ccc(NC(=O)CCCn2cc([N+](=O)[O-])cn2)cc1 do in these assays?
p-CIP stab down: 6; UBC9 SUMO inh: 2; HCV NS3 hel inh: 17; IDE act: -2; FID counter: 2; VIM-2 inhibitor: 0.6; PHOSPHO1 block: 32; IMP-1 inhibitor: -1.9; MEKK3 PB1 HTS: 101

How did CC(C)c1cc(C(=O)N2CCCC(N3CCN(c4ccc(F)cc4)CC3)C2)n(C)n1 (stereo not given) do in these assays?
p-CIP stab down: -7; UBC9 SUMO inh: -9; HCV NS3 hel inh: -6; IDE act: 2; FID counter: -33; VIM-2 inhibitor: -2.2; PHOSPHO1 block: 8; IMP-1 inhibitor: -1.6; MEKK3 PB1 HTS: 103

3 compounds picked at random from the list so far, as already listed:
How did CC(C)c1cc(C(=O)N2CCCC(N3CCN(c4ccc(F)cc4)CC3)C2)n(C)n1 (stereo not given) do in these assays?
p-CIP stab down: -7; UBC9 SUMO inh: -9; HCV NS3 hel inh: -6; IDE act: 2; FID counter: -33; VIM-2 inhibitor: -2.2; PHOSPHO1 block: 8; IMP-1 inhibitor: -1.6; MEKK3 PB1 HTS: 103

How did O=c1[nH]ncc(N2CCCC2)c1Cl do in these assays?
p-CIP stab down: 4; UBC9 SUMO inh: 9; HCV NS3 hel inh: 5; IDE act: -3; FID counter: 1; VIM-2 inhibitor: -0.5; PHOSPHO1 block: -19; IMP-1 inhibitor: 0.9; MEKK3 PB1 HTS: 98

How did COc1ccc(NC(=O)CCCn2cc([N+](=O)[O-])cn2)cc1 do in these assays?
p-CIP stab down: 6; UBC9 SUMO inh: 2; HCV NS3 hel inh: 17; IDE act: -2; FID counter: 2; VIM-2 inhibitor: 0.6; PHOSPHO1 block: 32; IMP-1 inhibitor: -1.9; MEKK3 PB1 HTS: 101
